# Screening data from PubChem.
# NRP1-CendR mod: NRP-1/CendR interaction modulation; O14786; FAM-RPARPAR peptide binding to NRP-1, fluorescence polarization; inhibition, % at 25 µM; actives 0.85% (n = 360,000); AID 602438;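 active = inhibition or corrected inhibition above about 18%, plus a signal ratio from 0.5 to 1.5, limit read from the data, passing the limit was not always enough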; note: strong numbers were not always called active
# SKN-1 inh: C. elegans SKN-1 inhibition | C. elegans VP596 Pgst-4::GFP/RFP ratio, acrylamide-induced, 24 h | inhibition, % at 21.8 µM | actives 0.49% (n = 360,000);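 active = interference check ratio from 0.5 to 1.5 plus GFP to RFP signal ratio inhibition reaching or exceeding a fixed threshold, cut at about 30% in these data, passing the limit was not always enough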; note: some compounds called inactive have numbers as strong as hits
# Rin1 Abl inh: human Rin1-Abl interaction inhibition; P00519+Q13671; TR-FRET Rin1/Abl binding, biochemical; inhibition, % at 7.35 µM; actives 0.4% (n = 360,000); in the data active = inhibition above about 5%, passing the limit was not always enough
# Neddylation inh: inhibitors of human cullin neddylation. calls only at 25 µM. P61081+Q13564. TR-FRET cullin neddylation, biochemical. actives 0.58% (n = 360,000). AID 651699; in the data active = inhibition above about 36%
# PABP1 MLLE inh: blocks PAM2 peptide binding to the PABP1 MLLE domain; GST-MLLE / FITC-PAM2 fluorescence polarization; inhibition, % at 20 µM; actives 0.36% (n = 360,000); in the data active = inhibition above about 35%, passing the limit was not always enough;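 note: plate controls were DMSO wells with GST-MLLE for no effect and wells lacking GST-MLLE protein for full effect; some results filed as inactive read as strong as hits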
# FAS TE block: blocks the thioesterase domain of human fatty acid synthase; P49327; recombinant FAS-TE, OMFH fluorogenic substrate, fluorescence endpoint; inhibition, % at 15 µM; actives 0.67% (n = 360,000); AID 602261;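 active = compounds whose normalised, plate-corrected inhibition of enzyme fluorescence in the single-dose primary screen is 50% or more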;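 note: 0% = DMSO with enzyme and 100% = substrate without enzyme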
# Target sequence (P49327 whole entry, looked up, the tested form may be a part): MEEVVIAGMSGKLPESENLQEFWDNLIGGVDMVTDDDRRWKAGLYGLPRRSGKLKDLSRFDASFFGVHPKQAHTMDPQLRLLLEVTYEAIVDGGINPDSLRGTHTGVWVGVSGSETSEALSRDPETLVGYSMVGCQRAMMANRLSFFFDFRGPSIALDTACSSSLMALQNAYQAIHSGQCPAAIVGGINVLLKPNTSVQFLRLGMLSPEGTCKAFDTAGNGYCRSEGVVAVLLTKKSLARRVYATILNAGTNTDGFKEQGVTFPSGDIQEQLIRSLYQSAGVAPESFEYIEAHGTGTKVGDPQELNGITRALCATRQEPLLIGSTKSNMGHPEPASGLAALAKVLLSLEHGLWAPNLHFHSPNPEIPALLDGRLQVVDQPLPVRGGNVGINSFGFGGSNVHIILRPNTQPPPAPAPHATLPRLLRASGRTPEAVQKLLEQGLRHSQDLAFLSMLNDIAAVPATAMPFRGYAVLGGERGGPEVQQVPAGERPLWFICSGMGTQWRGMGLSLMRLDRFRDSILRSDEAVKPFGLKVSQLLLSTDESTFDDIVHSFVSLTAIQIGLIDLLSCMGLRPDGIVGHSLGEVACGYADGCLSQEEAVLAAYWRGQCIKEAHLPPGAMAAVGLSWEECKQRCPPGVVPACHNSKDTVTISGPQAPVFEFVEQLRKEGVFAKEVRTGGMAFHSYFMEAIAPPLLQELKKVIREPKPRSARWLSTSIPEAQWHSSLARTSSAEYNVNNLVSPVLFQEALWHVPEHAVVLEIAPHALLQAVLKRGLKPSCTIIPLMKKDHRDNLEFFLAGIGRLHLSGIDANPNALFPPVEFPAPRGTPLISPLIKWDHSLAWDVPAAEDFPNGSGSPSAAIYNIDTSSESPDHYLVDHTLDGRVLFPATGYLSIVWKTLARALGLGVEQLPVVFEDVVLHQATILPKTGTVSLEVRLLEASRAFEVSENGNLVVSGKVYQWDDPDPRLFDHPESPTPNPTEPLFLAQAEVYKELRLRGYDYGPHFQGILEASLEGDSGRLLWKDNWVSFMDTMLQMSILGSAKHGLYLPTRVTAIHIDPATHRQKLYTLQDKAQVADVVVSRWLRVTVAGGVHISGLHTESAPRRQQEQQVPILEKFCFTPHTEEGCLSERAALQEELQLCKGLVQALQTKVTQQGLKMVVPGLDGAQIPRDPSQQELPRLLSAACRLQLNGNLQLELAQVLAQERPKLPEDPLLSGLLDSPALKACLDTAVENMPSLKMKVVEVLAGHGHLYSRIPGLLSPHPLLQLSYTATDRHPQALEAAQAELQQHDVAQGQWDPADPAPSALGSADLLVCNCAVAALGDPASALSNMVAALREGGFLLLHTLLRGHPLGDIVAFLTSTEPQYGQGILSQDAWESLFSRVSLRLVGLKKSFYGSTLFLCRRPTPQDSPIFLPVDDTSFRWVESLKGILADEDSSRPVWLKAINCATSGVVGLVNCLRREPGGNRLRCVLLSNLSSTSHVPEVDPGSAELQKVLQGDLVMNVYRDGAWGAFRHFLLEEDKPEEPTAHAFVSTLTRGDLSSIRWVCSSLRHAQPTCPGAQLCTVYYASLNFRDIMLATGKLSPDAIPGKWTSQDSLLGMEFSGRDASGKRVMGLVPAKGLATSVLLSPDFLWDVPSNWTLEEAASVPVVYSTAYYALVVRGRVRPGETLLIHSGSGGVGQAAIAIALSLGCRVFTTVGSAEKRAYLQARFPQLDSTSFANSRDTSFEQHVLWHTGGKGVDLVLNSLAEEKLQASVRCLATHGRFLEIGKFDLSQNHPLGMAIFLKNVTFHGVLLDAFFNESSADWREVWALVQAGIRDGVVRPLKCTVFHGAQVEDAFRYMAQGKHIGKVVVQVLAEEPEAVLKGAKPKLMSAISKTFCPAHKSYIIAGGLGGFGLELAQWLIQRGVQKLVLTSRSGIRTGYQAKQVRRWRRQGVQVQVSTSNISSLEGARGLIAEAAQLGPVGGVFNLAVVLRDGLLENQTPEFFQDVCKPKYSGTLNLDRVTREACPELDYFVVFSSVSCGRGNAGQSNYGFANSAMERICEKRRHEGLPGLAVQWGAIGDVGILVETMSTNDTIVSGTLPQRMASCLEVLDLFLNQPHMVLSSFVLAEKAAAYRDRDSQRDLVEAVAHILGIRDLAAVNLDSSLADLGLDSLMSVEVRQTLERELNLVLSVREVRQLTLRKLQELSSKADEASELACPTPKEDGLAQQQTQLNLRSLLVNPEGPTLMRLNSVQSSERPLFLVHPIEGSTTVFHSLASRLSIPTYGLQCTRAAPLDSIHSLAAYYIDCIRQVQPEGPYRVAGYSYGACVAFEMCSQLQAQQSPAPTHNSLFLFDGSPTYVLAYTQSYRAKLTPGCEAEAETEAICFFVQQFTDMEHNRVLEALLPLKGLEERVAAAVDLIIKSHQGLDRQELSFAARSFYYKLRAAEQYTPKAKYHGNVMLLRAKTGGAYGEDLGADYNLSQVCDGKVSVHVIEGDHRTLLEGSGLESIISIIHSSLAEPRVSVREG
# bovine MsrA act: activates bovine MsrA enzyme; actives 0.3% (n = 360,000); purified bovine MsrA, absorbance read-out; activation, % at 10.6 µM; in the data active = activation above about 7.5%;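 note: 0% = vehicle and 100% = reference activator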
# MT1-MMP act inh: MT1-MMP (human) activation inhibition. actives 0.061% (n = 360,000). P50281. HT1080 RFP-PRO-GFP cells, GFP/RFP ratio fluorescence, overnight; percent of plate control window, DMSO zero. AID 651647. GFP/RFP ratio change, % at 20 µM;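 active = GFP/RFP ratio change of at least 30% with cell ATP level not reduced by more than half and red fluorescence within 50% of control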; note: strong numbers were not always called active
#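 Assay system: RFP-PRO-GFP reporter HT1080 cells; read-out basis: GFP/RFP fluorescence ratio; benchmarks: DMSO wells and RFP-L50D-GFP cells; doses: 20 µM single dose, 1% DMSO; schedule: overnight cell settling, then overnight compound exposure, 37 °C, 5% CO2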
# eLon inh: inhibitors of E. coli Lon protease. actives 0.42% (n = 360,000). purified E. coli Lon protease, fluorescence polarization. P0A9M0. AID 602123. inhibition, % at 7.94 µM; in the data active = inhibition above about 13%, passing the limit was not always enough;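 note: 0% = enzyme with probe and DMSO and 100% = no enzyme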
# * hit, by the source's call; i = inactive; nt = not tested or not shown.
SMILES,NRP1-CendR mod,SKN-1 inh,Rin1 Abl inh,Neddylation inh,PABP1 MLLE inh,FAS TE block,bovine MsrA act,MT1-MMP act inh,eLon inh
Nc1nc(-c2cccs2)c(NC(=O)c2ccccc2)s1,-22,8,-4,i,-3,-5,-1,-1,4
CSCCC(N=C1NS(=O)(=O)c2ccccc21)C(=O)NCc1ccccc1F (centres undefined),3,8,2,i,6,-2,-1,0,6
Cc1oc(-c2ccccc2)[n+]([O-])c1C,-7,-10,1,i,-3,-11,-4,3,-9
N/C(=N\OC(=O)CCC1CCCCC1)c1ccccn1,-4,9,-2,i,7,-4,-6,5,3
Cc1cccc(NC(=O)CSc2ncnc3nc[nH]c23)c1,5,5,-6,i,7,-12,0,0,2
COC(=O)[C@@]1(Cc2ccc(F)cc2)[C@H]2c3cc(C(=O)N4CCCC4)n(CCc4ccc(OC)c(Br)c4)c3C[C@H]2CN1C(=O)c1ccccc1,-13,19,nt,i,nt,42,-3,-28,-3
CO/N=C/c1ccc(Sc2ccccc2N)c([N+](=O)[O-])c1,7,-17,-1,i,0,28,-4,-1,0
CC(C)CCNc1cc(=O)n(C)c(=O)n1C,-7,4,4,i,1,-9,0,1,-1
COc1ccc(-c2csc3nc(-c4ccccc4F)oc(=O)c23)cc1OC,-20,15,-2,i,9,65*,-3,2,9
O=C(CSc1n[nH]c(-c2cccs2)n1)N1CCCCC1,-8,-3,-1,i,-14,-6,8.3*,-1,0
CC1(c2nc3ccccc3[nH]2)CCC(=O)N1Cc1ccc(F)cc1 (centres undefined),7,5,0,i,-1,-9,-4,4,3
CC(C)n1nccc1NS(=O)(=O)c1ccccc1,3,-8,-1,i,4,-7,-4,0,1
COc1ccc(C2NN=C(c3ccc(C)cc3)S2)cc1 (centres undefined),7,-4,4,i,-26,-1,0,4,-28
O=C(NC1CCCCCC1)C1CCC(=O)N(Cc2ccccc2F)C1 (centres undefined),0,0,4,i,1,-5,-11,nt,16
Cc1ccc(S(=O)(=O)c2cc(C#N)c(=O)[nH]c2N)cc1,-39,-10,3,i,-26,-9,-2,-2,-27
Cc1nn(Cc2ccccc2Cl)c(C)c1NC(=O)c1ccn(C)n1,1,4,1,i,-1,-6,-11,1,0
COC(=O)c1ccc(CO/N=C(\NC(C)=O)c2nonc2NC(C)=O)cc1,7,1,0,i,-15,-13,-1,1,1
C=CCn1c(SCC(=O)NCC)nnc1-c1cc2c(s1)CCC(CC)C2 (centres undefined),-4,2,2,i,-32,1,0,3,7
Cc1cc(Cn2nnc3ccccc32)c(O)c(C(C)(C)C)c1,-6,-5,6,i,-6,17,-10,19,4
CN(C)C(=O)c1ccccc1Sc1ccc(Cl)cc1Cl,-1,4,3,i,2,-2,-1,0,1

# Reprinted from the part before: three entries; new compounds follow.
SMILES,NRP1-CendR mod,SKN-1 inh,Rin1 Abl inh,Neddylation inh,PABP1 MLLE inh,FAS TE block,bovine MsrA act,MT1-MMP act inh,eLon inh
C=CCn1c(SCC(=O)NCC)nnc1-c1cc2c(s1)CCC(CC)C2 (centres undefined),-4,2,2,i,-32,1,0,3,7
Cc1cc(Cn2nnc3ccccc32)c(O)c(C(C)(C)C)c1,-6,-5,6,i,-6,17,-10,19,4
CN(C)C(=O)c1ccccc1Sc1ccc(Cl)cc1Cl,-1,4,3,i,2,-2,-1,0,1
Cc1cc(C)n2nc(C(=O)N/N=C/c3ccccc3Cl)nc2n1,6,-3,3,i,0,-4,-4,3,-2
O=C(Nc1ccccc1)C1CCN(C(=O)c2ccco2)CC1,-3,11,-1,i,2,-2,-2,0,-1
CCOC(=O)c1c(NC(=O)CSc2nnc(Cc3csc(N)n3)n2C)sc(C)c1C,-2,4,-5,i,-54,-4,-11,7,-9
COc1ccc(S(N)(=O)=O)cc1C(=O)OCC(=O)Nc1ncc(Cl)c(C)c1Cl,6,4,0,i,4,-3,0,-3,-4
Cc1ccc(C)c(N2CCN(C(=O)Cc3ccc(-n4c(=O)[nH]c5ccsc5c4=O)cc3)CC2)c1,6,13,-1,i,-2,-3,0,3,2
CCCCNC(=O)N(CC)c1c(N)n(Cc2ccccc2)c(=O)[nH]c1=O,1,-6,-3,i,3,-5,-2,-1,2
CC(C)(C)c1ccc(CC(=O)N2CCC2(C)C(=O)NCc2cccc3ccccc23)cc1 (centres undefined),2,-8,4,i,7,20,-12,-8,2
CSCCC1NC(=O)C(C(C)=NNC(N)=O)=C1O (centres undefined),9,-6,0,i,17,-4,-2,4,-6
O=C(NCCC(=O)N1CCNC1=O)OCc1ccccc1,-26,10,0,i,12,-10,-3,8,-3
CCNC(=O)C1(C)CCCN(Cc2cccc3ccccc23)C1 (centres undefined),7,-5,-5,i,-3,1,2,-2,5
O=C(Nc1cccc(NC(=O)c2cccs2)c1)c1cccnc1,-2,7,-3,i,13,-2,-2,1,-1
O=C(C1CCCN(c2ncnc3c2nc2n3CCCCC2)C1)N1CCN(c2ccc(F)cc2)CC1 (centres undefined),5,9,1,i,2,12,-3,1,-11
Cc1ccn2c(=O)nc(SCC(=O)N3CCCCCC3)nc2c1,-7,1,-1,i,11,-6,-5,2,-13
Nc1[nH]c(=S)[nH]c(=O)c1-c1ccccc1,-8,-10,-1,i,18,-5,6,6,5
CCN(/C(N)=N/c1nc(C)cc(C)n1)c1ccccc1,4,-7,0,i,15,-8,-1,-1,0
Cc1cc(Br)ccc1NC(=O)CN(C)C(=O)C1CSC2(C)CCC(=O)N12 (centres undefined),2,-22,8,i,-3,-4,-4,2,-7
O=C(CCSCCC(=O)NCCN1CCOCC1)NCCN1CCOCC1,4,-11,1,i,8,-5,-3,-1,-3
C=CCNC(=S)N1CCN(c2ncc3c(=O)c(C(=O)O)cn(CC)c3n2)CC1,10,-2,3,i,-104,-3,-4,-3,1
Cc1nc(N)sc1-c1csc(Nc2ccccc2)n1,-19,-17,0,i,-1,-12,-16,-7,-8
COc1ccc(C2CC(=O)C(C=NCCO)=C(O)C2)cc1 (centres undefined),-5,-2,1,i,13,-3,-7,-5,-5

# Record cards (already shown). Order of values: NRP1-CendR mod | SKN-1 inh | Rin1 Abl inh | Neddylation inh | PABP1 MLLE inh | FAS TE block | bovine MsrA act | MT1-MMP act inh | eLon inh
# Entry for COc1ccc(-c2csc3nc(-c4ccccc4F)oc(=O)c23)cc1OC : -20 | 15 | -2 | i | 9 | 65* | -3 | 2 | 9
# Entry for CC(C)(C)c1ccc(CC(=O)N2CCC2(C)C(=O)NCc2cccc3ccccc23)cc1 (centres undefined) : 2 | -8 | 4 | i | 7 | 20 | -12 | -8 | 2
# Entry for Cc1cccc(NC(=O)CSc2ncnc3nc[nH]c23)c1 : 5 | 5 | -6 | i | 7 | -12 | 0 | 0 | 2

# Next compounds
SMILES,NRP1-CendR mod,SKN-1 inh,Rin1 Abl inh,Neddylation inh,PABP1 MLLE inh,FAS TE block,bovine MsrA act,MT1-MMP act inh,eLon inh
O=C(CCCc1ccccc1)Nc1nncs1,-2,-2,-1,i,8,-4,1,0,6
CC(C)(C)c1ccc(C(=O)NCc2nnc(SCC(=O)N3CCCc4ccccc43)n2-c2ccccc2)cc1,-1,-6,-4,i,6,6,-3,-4,-1
Cc1ccc(CNC(=O)CN(c2cccc([N+](=O)[O-])c2)S(=O)(=O)c2ccccc2)cc1,-10,1,2,i,1,24,-3,0,-5
CCOc1ccc(C(=O)Nc2ccc3c(c2)C(=O)NC3=O)cc1,4,14,4,nt,2,-6,4,2,-14
CCOC(=O)C1CCCN(C(=O)c2cc3c(C)nc4ccccc4c3o2)C1 (centres undefined),4,7,0,i,-1,1,-2,5,-7
COc1cccc(OC)c1C(=O)Nc1ccc(NC(=O)c2ccco2)cc1,4,0,-2,i,9,-6,-3,1,-7
CCN(CC)c1ccc2c(Nc3ccccc3)c(C=O)c(=O)oc2c1,-20,5,1,i,-7,5,-8,-4,13
Cc1ccc(-c2cnc(NC(=O)CCC(=O)N(C)Cc3ccccc3)n2C)cc1,-15,10,3,i,-5,-5,-2,5,-6
CCOC(=O)C1CCN(S(=O)(=O)c2ccc(CNC(=O)c3ccccc3)s2)CC1,0,-8,2,i,-5,4,-11,nt,1
CC(NC(=O)/C(=C/c1ccc2c(c1)OCO2)NC(=O)c1cccc([N+](=O)[O-])c1)C(=O)O (centres undefined),4,-6,1,i,-18,1,-10,-1,-1
CCOC(=O)CN(c1cc([N+](=O)[O-])ccc1OC)S(C)(=O)=O,-4,3,0,i,29,4,2,-2,-2
COCC(C)NC(=O)CCSc1nc(-c2ccc(OC)cc2)cc(C(F)(F)F)n1 (centres undefined),4,-5,2,i,-22,7,3,3,-22
O=C(Nc1ccc(F)c(F)c1)C1CCN(S(=O)(=O)c2cccs2)CC1,8,18,0,i,4,8,-1,-4,6
Cc1nc(-c2ccccn2)sc1C(=O)O,-11,-3,-1,i,11,-6,-1,3,-7
c1csc(CNc2nc(NCC3CCCCC3)c3sccc3n2)c1,-3,1,3,i,-3,8,-4,-7,12
O=C(C1=C[C@H](C2CC2)C[C@H](OCCCCO)O1)N1CCOCC1,5,14,2,i,21,-4,-10,1,1
Cc1ccc2oc(C(=O)Nc3nonc3C)c(C)c2c1,9,3,0,i,3,-4,-3,2,-3
O=C(CCSc1ccc(Cl)cc1)N1CCCCCC1,-5,6,0,i,3,-3,0,2,-6
COc1ccc(NC(=O)c2cccc(N3C(=O)C4C5C=CC(C6CC56)C4C3=O)c2)cc1 (centres undefined),5,0,4,i,-6,8,-3,3,-1
CCOC(=O)C1=C(C)NC(C)=C(C(=O)OCC)C1c1cc(N)ccc1OC(F)F,9,25,-2,i,20,-5,-2,12,0
COc1cc(/C=N/NC(=O)c2ccc(=O)[nH]n2)ccc1O,0,-8,-3,i,6,-7,-7,6,-9
CCOC1=C2[C@@H](CN(S(=O)(=O)c3ccc(C)cc3)[C@H]2c2ccccc2F)[C@H]2C(=O)N(C3CCCCC3)C(=O)[C@H]2C1,23,11,-1,i,-4,72*,1,-3,1
O=S(=O)(Nc1cccc(F)c1)c1ccc(S(=O)(=O)N2CCOCC2)cc1,-12,-2,4,i,5,-8,-8,-5,7
COc1ccc(-n2ncc3c2CC(C)(C)CC3NC(=O)CSc2ccccn2)cc1 (centres undefined),6,6,1,i,6,-2,-6,0,9
CC(C)C(N)c1csc(Nc2ccccn2)n1 (centres undefined),-1,-13,-3,i,1,-8,-3,-3,-1
CC(C)(C)c1cc(NC(=O)CSc2nnc(NCc3ccccc3)s2)n(-c2ccccc2)n1,-5,-6,1,i,-5,4,-2,-1,-2
CCOc1ccccc1OCC(=O)OCC(=O)c1c(C)[nH]c2ccccc12,-3,3,3,i,4,11,-4,-2,-6
O=C(COc1ccccc1)Nn1c(-c2ccccc2)nc2ccccc2c1=O,-4,3,-2,i,3,-2,-3,8,-1
COCCNC(=O)c1ccc(N2CCCCC2)c(NS(=O)(=O)c2ccc(C)cc2)c1,-3,12,-4,i,7,1,-3,-4,-2
Cc1ccccc1C(=O)Nc1ccccc1C(=O)NC1CC1,5,1,1,i,6,-4,-2,2,7
N#C/C(=C\c1cc2ccccc2nc1N1CCOCC1)C(=O)Nc1ccc(N2CCOCC2)cc1,-5,-4,0,i,-5,24,-6,-1,-12
COc1cc(C(=O)Nc2ccc(Cl)c(C(F)(F)F)c2)cc(OC)c1OC,7,3,-3,i,-1,26,0,-4,-14
Cc1ccc2cc(C(c3nnnn3Cc3ccccc3)N3CCc4ccccc43)c(=O)[nH]c2c1C (centres undefined),-15,2,-127,i,-3,8,-2,-2,-8
CN(C)CCNC(=S)Nc1cccc(Cl)c1,2,3,-4,i,26,-6,1,-2,-7
O=C(NCCN1CCOCC1)c1ccc(CSc2nc3ccncc3n2Cc2ccc(F)cc2)cc1,1,-5,-7,i,5,-4,-2,-3,0
CC(=O)Nc1cc2c(cc1NC(=O)Cn1nc(-c3ccccc3)ccc1=O)OCCO2,-7,9,-2,i,14,1,-2,0,2
Cc1ccc(C)c(CSc2nnc(-c3ccccn3)n2N)c1,0,2,-2,i,-53,-2,-5,1,6
